# Compound activity deposited in PubChem by several laboratories.
# MEKK3 PB1 HTS: raises or lowers MEK5 binding to the human MEKK3 PB1 domain; 1.4% of 290,000 active; binding response (% of control), % at 10 µM; Q99759; AID 1529; bead-based flow cytometry, Alexa488-MEK5 binding to MEKK3; actives lie on both sides; 0 = blocked by unlabeled MEK5, 100 = vehicle;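 active = binding response more than 3 SD above or below the average of its plate-row segment, actives on both sides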;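 also: Alexa488 bead fluorescence after subtracting the streptavidin-only scavenger bead signal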
# Target sequence (Q99759 whole entry, looked up, the tested form may be a part): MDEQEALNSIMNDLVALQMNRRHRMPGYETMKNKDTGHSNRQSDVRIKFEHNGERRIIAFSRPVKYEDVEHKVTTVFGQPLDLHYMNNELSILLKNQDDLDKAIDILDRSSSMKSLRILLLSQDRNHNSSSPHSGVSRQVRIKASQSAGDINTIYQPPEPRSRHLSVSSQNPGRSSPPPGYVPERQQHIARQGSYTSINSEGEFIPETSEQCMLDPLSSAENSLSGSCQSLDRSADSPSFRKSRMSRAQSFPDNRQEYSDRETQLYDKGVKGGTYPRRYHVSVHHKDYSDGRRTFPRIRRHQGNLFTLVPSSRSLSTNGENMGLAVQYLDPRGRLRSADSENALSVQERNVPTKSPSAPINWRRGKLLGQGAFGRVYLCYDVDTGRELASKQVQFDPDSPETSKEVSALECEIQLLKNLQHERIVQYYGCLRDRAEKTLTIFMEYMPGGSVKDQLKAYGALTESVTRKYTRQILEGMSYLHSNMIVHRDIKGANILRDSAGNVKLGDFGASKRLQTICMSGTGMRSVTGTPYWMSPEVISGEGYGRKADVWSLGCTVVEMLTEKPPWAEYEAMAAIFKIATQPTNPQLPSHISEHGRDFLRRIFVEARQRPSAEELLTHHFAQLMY
# NALP1 inh: inhibitors of NALP1 inflammasome in yeast; 0.61% of 280,000 active; AID 2071; inhibition, % at 10 µM; S. cerevisiae NALP1/ASC/caspase-1 growth, X-gal OD620, 72 h; in the data active = inhibition mostly above about 24%, no sharp cut-off; inactive = mostly below about 32%; also: some compounds called inactive have numbers as strong as hits
# V1aR counter: V1a receptor agonism, counter-screen for OXTR agonists. 0.25% of 320,000 active. P37288. AID 2797. activation, % at 3 µM. CHO-V1R cells, Fluo-8 calcium fluorescence, agonist mode; 0% DMSO, 100% 3 nM vasopressin;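 active = activation above the mean activation of all tested compounds plus 3 SD, per screening run, cut at about 20% in these data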;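 also: signal is peak over basal fluorescence ratio across a 100 second FLIPR read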
# PHOSPHO1 inh: blocks human PHOSPHO1 phosphatase activity | Q8TCT1 | recombinant PHOSPHO1, absorbance phosphatase assay | inhibition, % at 13.3 µM | 1.1% of 290,000 active | AID 1565; in the data active = inhibition above about 60%
# Target sequence (Q8TCT1 whole entry, looked up): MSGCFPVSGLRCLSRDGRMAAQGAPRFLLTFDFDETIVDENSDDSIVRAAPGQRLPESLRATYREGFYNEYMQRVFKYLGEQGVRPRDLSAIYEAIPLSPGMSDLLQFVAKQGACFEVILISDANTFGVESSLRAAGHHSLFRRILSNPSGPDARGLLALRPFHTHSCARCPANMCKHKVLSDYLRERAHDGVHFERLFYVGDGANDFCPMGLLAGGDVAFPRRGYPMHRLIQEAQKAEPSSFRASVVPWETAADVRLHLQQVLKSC
# GPR7 antag: blocks human GPR7 receptor signaling; P48145; GPR7-expressing cells, fluorescence antagonist assay; inhibition, % at 4.4 µM; 1.1% of 290,000 active; AID 1861; in the data active = inhibition above about 16%, passing the limit was not always enough;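 also: cells stimulated with the agonist NPW; 0% = agonist with vehicle and 100% = vehicle without agonist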
# MEKK2 WT-MEK5: raises or lowers MEK5 binding to wildtype human MEKK2 PB1 domain; binding response (% of control), % at 10 µM; Q9Y2U5; 1.1% of 290,000 active; bead flow cytometry, Alexa488-MEK5 binding to MEKK2 WT; actives lie on both sides; in the data active = binding response below about 67% or above about 130%
# MEKK2 mut-MEK5: signal of MEK5 binding to mutant human MEKK2 PB1 domain; bead flow cytometry, Alexa488-MEK5 binding to MEKK2 mutant; percent response, % at 10 µM; 0.35% of 290,000 active; AID 1530; in the data active = percent response above about 24%, passing the limit was not always enough; also: inactives centre near 1; some results filed as inactive read as strong as hits; reference of the scale not given here
# GalR3 antagonist: blocks the human galanin receptor 3; O60755; HEK293 GalR3-CNG cAMP membrane potential fluorescence; galR3 body fused to GalR1 C-terminus; inhibition, % at 3 µM; 0.44% of 360,000 active; AID 651719;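 active = inhibition above the screen-wide average plus 3 SD, cut at about 13% in these data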;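 also: forskolin and galanin both at EC90 stimulate the cells; cAMP rise reported by CNG channel membrane potential dye signal; 0% = forskolin plus galanin with DMSO and 100% = forskolin alone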
# OXTR ag: agonists of human oxytocin receptor; activation, % at 3 µM; CHO-OTR cells, Fluo-8 calcium fluorescence; normalized: DMSO 0%, oxytocin 100%; 0.32% of 320,000 active; P30559;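 active = activation above the mean of all tested compounds plus 3 SD, cutoff set per screening run, cut at about 20% in these data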;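 also: peak over basal fluorescence ratio from a 100 s FLIPR kinetic read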
# * hit, by the source's call; . = no result given; [ ] = dose if it differs, or a comment.
# Start of the data: the first twelve records (preview)
SMILES,MEKK3 PB1 HTS,NALP1 inh,V1aR counter,PHOSPHO1 inh,GPR7 antag,MEKK2 WT-MEK5,MEKK2 mut-MEK5,GalR3 antagonist,OXTR ag
COc1ccccc1C1C([N+](=O)[O-])=C(N)Oc2c1c(=O)oc1ccccc21 (centres undefined),99,.,1.6,27,1,100,-8,-1,0.8
CC1CC(OP(O)(=S)c2ccc(N(C)C)cc2NC(=O)c2cccs2)CC(C)(C)C1 (centres undefined),84,-7,-0.2,-16,3,78,-11,-5,-1.5
CN1c2ccc([N+](=O)[O-])cc2CC2(C(=O)NC(=O)N(c3ccc(Br)cc3)C2=O)C1c1ccccc1 (centres undefined),99,2,0.0,4,-1,85,-6,-3,-1.1
COC(=O)C1=C(c2cc3ccccc3o2)C[C@@H]2CC[C@H]1N2C(=O)NCc1ccco1,111,.,-0.5,.,.,107,4,-5,-1.8
Cc1cc(OCC(=O)N2CCCN(C)CC2)ccc1Cl,103,7,1.4,23,-3,108,5,0,-0.1
COc1ccc(/C=C2\C(=O)NC(=S)N(C)C2=O)cc1C,98,9,0.4,16,0,88,-8,1,0.9
c1cncc(C2CC(c3cccs3)n3ncnc3N2)c1 (centres undefined),.,2,-0.3,4,-1,.,.,1,0.1
COc1ccc(C(C)=O)cc1Cc1c(O)[nH]c(=S)[nH]c1=O,102,11,-0.4,10,-12,104,3,-7,1.1
C=CCn1c(O)c(C(C)=NCCN2CCOCC2)c(=O)[nH]c1=O,61,13,0.5,20,-6,63,-13,-4,2.1
CCc1c(-c2ccccc2)nc2ccccc2c1C(=O)N1CCC2(CC1)OCCO2,104,-2,0.6,18,-6,103,1,-1,-0.2
S=C1NC2(CCCCC2)NC12CCCCC2,88,11,0.6,30,-3,91,7,-8,0.1
CCC(C)n1c(O)c(C=NCc2cccnc2)c(=O)[nH]c1=S (centres undefined),101,-1,0.4,12,-1,96,-2,-3,0.0

# The list itself, from the start:
SMILES,MEKK3 PB1 HTS,NALP1 inh,V1aR counter,PHOSPHO1 inh,GPR7 antag,MEKK2 WT-MEK5,MEKK2 mut-MEK5,GalR3 antagonist,OXTR ag
COc1ccccc1C1C([N+](=O)[O-])=C(N)Oc2c1c(=O)oc1ccccc21 (centres undefined),99,.,1.6,27,1,100,-8,-1,0.8
CC1CC(OP(O)(=S)c2ccc(N(C)C)cc2NC(=O)c2cccs2)CC(C)(C)C1 (centres undefined),84,-7,-0.2,-16,3,78,-11,-5,-1.5
CN1c2ccc([N+](=O)[O-])cc2CC2(C(=O)NC(=O)N(c3ccc(Br)cc3)C2=O)C1c1ccccc1 (centres undefined),99,2,0.0,4,-1,85,-6,-3,-1.1
COC(=O)C1=C(c2cc3ccccc3o2)C[C@@H]2CC[C@H]1N2C(=O)NCc1ccco1,111,.,-0.5,.,.,107,4,-5,-1.8
Cc1cc(OCC(=O)N2CCCN(C)CC2)ccc1Cl,103,7,1.4,23,-3,108,5,0,-0.1
COc1ccc(/C=C2\C(=O)NC(=S)N(C)C2=O)cc1C,98,9,0.4,16,0,88,-8,1,0.9
c1cncc(C2CC(c3cccs3)n3ncnc3N2)c1 (centres undefined),.,2,-0.3,4,-1,.,.,1,0.1
COc1ccc(C(C)=O)cc1Cc1c(O)[nH]c(=S)[nH]c1=O,102,11,-0.4,10,-12,104,3,-7,1.1
C=CCn1c(O)c(C(C)=NCCN2CCOCC2)c(=O)[nH]c1=O,61,13,0.5,20,-6,63,-13,-4,2.1
CCc1c(-c2ccccc2)nc2ccccc2c1C(=O)N1CCC2(CC1)OCCO2,104,-2,0.6,18,-6,103,1,-1,-0.2
S=C1NC2(CCCCC2)NC12CCCCC2,88,11,0.6,30,-3,91,7,-8,0.1
CCC(C)n1c(O)c(C=NCc2cccnc2)c(=O)[nH]c1=S (centres undefined),101,-1,0.4,12,-1,96,-2,-3,0.0
Cc1nn(Cc2ccccc2)c(C)c1C(=O)OCC(=O)Nc1ccccc1SCC#N,103,11,1.8,28,-2,95,1,-5,3.4
CCCN1CCCC(C(=O)c2cc(C)c(OC)c(C)c2)C1 (centres undefined),106,24,1.8,17,0,114,16,-9,0.5
CN(C)c1ccc(/C=C2/C(=N\O)C3CCN2CC3)cc1,94,6,0.3,-65,-14,93,-10,-5,-0.6
[N-]=[N+]=NCc1cn2cccnc2n1,100,10,1.1,6,-3,95,-2,5,0.0
Cc1cc(NC(=O)CCC(=O)N2CCC3(CC2)OCCO3)no1,99,21,0.5,28,3,103,5,-5,0.5
CCOP(=O)(OCC)C(C)(C)NC(=O)C(Cl)(Cl)Cl,98,5,-0.4,-46,-5,98,0,-4,0.8
CCC(C)OC(=O)c1c(N)n(Cc2cccs2)c2nc3ccccc3nc12 (centres undefined),96,25,-0.3,-15,13,97,-5,-8,-1.1
CC(C)(C)NC(=O)NC(=O)CN1CC=C(c2ccccc2)CC1,128,18,-0.5,20,-13,123,60*,-7,-2.1
COc1cccc(OCc2cc(C(=O)N3C[C@H]4C[C@@H](C3)c3cccc(=O)n3C4)no2)c1,101,3,.,26,1,99,-6,1,.
O=C(CCCOc1ccc(Cl)cc1Cl)N1CCC2(CC1)OCCO2,97,-4,2.0,16,-2,95,2,-3,1.4
Cc1cccc(-n2c(O)c(/C=C/C=Nc3ccccc3)c(=O)[nH]c2=O)c1,100,22,12,6,-1,99,-2,-10,23*
CCc1ccc2c(CN3CC=C(c4ccccc4)CC3)cc(=O)oc2c1,107,30,0.1,-4,-11,101,2,-9,-1.4
Cc1ccccc1-n1c(O)c(/C=N/Nc2nc3c(c(=O)n(C)c(=O)n3C)n2C)c(=O)[nH]c1=S,93,34,0.5,18,-3,97,-1,2,-0.1
O=c1[nH]c(=O)n(CCC2=CCCCC2)c(O)c1C=NC1CCN(Cc2ccccc2)CC1,101,15,0.0,6,1,102,4,2,0.9
O=C(c1cccn2c(=O)c3cc(Br)ccc3nc12)N1CCC2(CC1)OCCO2,84,7,-0.1,26,-1,85,-12,-5,-0.7
Cc1c2cnn(CC(=O)N3CCC4(CC3)OCCO4)c(=O)c2c(C)n1Cc1ccc(F)cc1,92,5,0.3,2,-1,91,-4,0,0.4
Cc1cc(OCC(=O)NCC(O)c2ccccc2)c2c3c(c(=O)oc2c1)CCCC3 (centres undefined),101,9,-0.8,15,0,101,3,7,-2.4
Cc1ccc(-n2c(O)c(C=Nc3ccc(S(=O)(=O)N(C)C)cc3)c(=O)[nH]c2=O)cc1,100,-3,0.6,40,-11,100,1,-1,0.7
CC(=NCc1cccnc1)c1c(O)n(-c2ccccc2C)c(=O)[nH]c1=O,105,-1,0.9,32,-2,103,7,-5,1.2
Cc1nc2ccccc2c(=O)n1-c1cccnc1,98,9,-0.1,-8,-8,102,-3,-4,1.5
Cc1ccc2c(c1)N(N=O)CCC2,95,15,1.2,-2,1,94,-2,-10,0.4
O=c1[nH]c(=S)n(-c2ccccc2Cl)c(O)c1C=NCCN1CCNCC1,100,15,.,44,-5,94,-1,8,.
CCCCn1c(=O)c(C(=O)NC(C)c2ccccc2)c(O)c2ccccc21 (centres undefined),105,-5,0.3,30,-19,105,2,-3,-0.4
Cc1c(C=O)c2ccccc2n1Cc1ccc(F)cc1,99,0,0.0,19,3,97,-4,-6,-1.1
CC(=O)c1cccc(OCC(O)CN2CC=C(c3ccccc3)CC2)c1 (centres undefined),99,8,1.5,26,-1,102,0,-4,0.9
O=C(C1CC(c2ccc(Cl)c(Cl)c2)=NO1)N1CCC2(CC1)OCCO2 (centres undefined),99,41,4.4,11,-6,102,-2,-4,5.9
O=C1C2CCN(CC2)C12CC2c1ccc(C(F)(F)F)cc1 (centres undefined),98,19,-0.7,4,3,99,-1,-5,-0.7
Cc1cc(Br)c(NC(=O)CN2CC=C(c3ccccc3)CC2)c(Br)c1,106,1,-0.6,13,-11,111,0,-5,-1.8
CNCC1(c2ccccc2)CCCC1,108,11,1.0,6,-8,110,2,-1,-0.1
Cc1ccc2cc(CNCCc3ccccc3C)c(=O)[nH]c2c1,106,12,3.0,34,-9,122,8,-13,5.0
O=C1NC(=O)N(c2ccc(F)cc2)C(=O)/C1=C/c1ccsc1,69,-10,1.0,-18,-4,72,-14,2,0.9
C[N+]1(C)C2CCC1CC(OC(=O)C(CO)c1ccccc1)C2 (centres undefined),93,-4,0.1,-10,-11,101,5,-2,1.1
CCC(=Nc1ccc2c(c1)CCC2)c1c(O)n(C)c(=O)n(C)c1=O,106,-7,4.0,6,.,105,2,-3,3.2
COC1CCCCC1NCCc1ccccc1 (centres undefined),99,-4,0.4,49,7,100,-4,-4,-0.9
COc1ccc2[nH]cc(CCN)c2c1,91,25,1.2,-2,-1,152*,14,-5,1.4
O=C(/C=C/c1ccc(F)cc1)NC(=S)N1C[C@H]2C[C@H](C1)c1cccc(=O)n1C2,101,0,0.1,14,-11,103,0,-6,-0.6
CN1/C(=C\C=Nc2ccccc2)C(C)(C)c2ccccc21,80,-11,1.7,14,-10,0.0*[inhibitor],1,-3,0.9
CC12CN3CCN(CC(C3)C1O)C2 (centres undefined),104,9,0.4,-3,-7,109,2,1,-0.2

# The list goes on:
SMILES,MEKK3 PB1 HTS,NALP1 inh,V1aR counter,PHOSPHO1 inh,GPR7 antag,MEKK2 WT-MEK5,MEKK2 mut-MEK5,GalR3 antagonist,OXTR ag
CCOc1ccccc1CN1CCCC(C(=O)c2cc(F)ccc2F)C1 (centres undefined),110,7,1.1,14,2,114,10,-12,0.0
CN(C)c1nc(OCCNC(=O)COc2ccc(Cl)cc2Cl)nc(N2CCCCC2)n1,74,6,-0.7,-18,-14,81,-7,.,-1.7
O=C1NC(=S)N(c2ccccc2)C(=O)C1C(c1ccncc1)C1C(=O)NC(=S)N(c2ccccc2)C1=O (centres undefined),111,0,1.7,-115,-5,108,-1,-6,-0.6
CN1CC[C@@]23CCCC[C@@H]2[C@@H]1Cc1ccc(O)cc13,115,14,0.7,-1,-5,104,0,.,1.6
CCN(CC)CCOC(=O)C(O)(c1ccccc1)c1ccccc1,51,16,-0.2,-1,10,67,1,0,0.0
CCOC(=O)c1nc2ccccc2c(=O)n1-c1ccc(C)cc1C,104,29,-1.4,-1,-13,97,5,-4,-2.0
CCOC(=O)C1C2NC(=O)N(Cc3ccccc3)C1(C)Oc1c(OC)cccc12 (centres undefined),97,13,0.1,-7,-8,103,8,-3,5.4
C/C(=N\N(C)c1ccccc1)c1c(O)[nH]c(=O)[nH]c1=O,98,6,-0.6,45,-6,97,-4,-2,0.0

# Not all compounds are listed. The share of hits here may be higher or lower than overall.
